Source: PubChem BioAssay
E coli Lon inh: inhibitors of E. coli Lon protease | actives 0.42% (n = 360,000) | AID 602123 | purified E. coli Lon protease, fluorescence polarization | inhibition, % at 7.94 µM; in the data active = inhibition above about 13%, passing the limit was not always enough;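 also: 0% = enzyme with probe and DMSO and 100% = no enzyme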
MsrA inhibitor: inhibits bovine methionine sulfoxide reductase A | purified bovine MsrA, absorbance read-out | inhibition, % at 15.5 µM | actives 0.75% (n = 360,000); in the data active = inhibition above about 4.5%;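 also: 0% = vehicle wells with enzyme and 100% = reference inhibitor wells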
LMPTP block: LMPTP (human) inhibition. recombinant LMPTP-A, OMFP fluorogenic substrate, fluorescence intensity. actives 0.22% (n = 360,000). P24666. inhibition, % at 20 µM;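 active = compounds that cut the enzyme signal by at least half of the control window in the single-dose screen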;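 also: plate controls were DMSO wells with enzyme plus substrate for no effect and substrate without enzyme for full effect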
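Test system: LMPTP-A, protein tyrosine phosphatase of low molecular weight; Input: 0.625 nM enzyme; Incubation: 50 min dark incubation at room temperature; Signal: endpoint fluorescence intensity from OMFP dephosphorylation; Read-out basis: % inhibition versus control wells.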
Scp1 inh: inhibitors of human Scp-1 phosphatase. inhibition, % at 20 µM. AID 493091. actives 0.88% (n = 340,000). Recombinant Scp1, phosphopeptide, malachite green phosphate absorbance;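 active = inhibition above about 50% at 20 µM, limit read from the data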;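 also: plate controls were DMSO wells with enzyme for no effect and wells lacking enzyme for full effect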
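System: truncated SCP-1 phosphatase (76-261aa); medium: Tris acetate buffer pH 5.5 with MgCl2 and Tween-20; incubation: 45 min room-temperature reaction, 5 min colour, 30 min stabiliser; compound: single 20 µM dose, 1% DMSO; reagent: Phosphorylated 17-residue peptide substrate; read-out: % inhibition at 20 µM; technique: colorimetric free-phosphate detection, absorbance 630 nm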
DNMT1 block: blocks human DNA methyltransferase DNMT1; P26358; DNMT1 molecular beacon, Hinp1I cleavage, fluorescence; inhibition (reported as % activation of signal), % at 10 µM; actives 0.83% (n = 360,000); in the data active = inhibition above about 50%
Target sequence (P26358 504-1616 limits assumed): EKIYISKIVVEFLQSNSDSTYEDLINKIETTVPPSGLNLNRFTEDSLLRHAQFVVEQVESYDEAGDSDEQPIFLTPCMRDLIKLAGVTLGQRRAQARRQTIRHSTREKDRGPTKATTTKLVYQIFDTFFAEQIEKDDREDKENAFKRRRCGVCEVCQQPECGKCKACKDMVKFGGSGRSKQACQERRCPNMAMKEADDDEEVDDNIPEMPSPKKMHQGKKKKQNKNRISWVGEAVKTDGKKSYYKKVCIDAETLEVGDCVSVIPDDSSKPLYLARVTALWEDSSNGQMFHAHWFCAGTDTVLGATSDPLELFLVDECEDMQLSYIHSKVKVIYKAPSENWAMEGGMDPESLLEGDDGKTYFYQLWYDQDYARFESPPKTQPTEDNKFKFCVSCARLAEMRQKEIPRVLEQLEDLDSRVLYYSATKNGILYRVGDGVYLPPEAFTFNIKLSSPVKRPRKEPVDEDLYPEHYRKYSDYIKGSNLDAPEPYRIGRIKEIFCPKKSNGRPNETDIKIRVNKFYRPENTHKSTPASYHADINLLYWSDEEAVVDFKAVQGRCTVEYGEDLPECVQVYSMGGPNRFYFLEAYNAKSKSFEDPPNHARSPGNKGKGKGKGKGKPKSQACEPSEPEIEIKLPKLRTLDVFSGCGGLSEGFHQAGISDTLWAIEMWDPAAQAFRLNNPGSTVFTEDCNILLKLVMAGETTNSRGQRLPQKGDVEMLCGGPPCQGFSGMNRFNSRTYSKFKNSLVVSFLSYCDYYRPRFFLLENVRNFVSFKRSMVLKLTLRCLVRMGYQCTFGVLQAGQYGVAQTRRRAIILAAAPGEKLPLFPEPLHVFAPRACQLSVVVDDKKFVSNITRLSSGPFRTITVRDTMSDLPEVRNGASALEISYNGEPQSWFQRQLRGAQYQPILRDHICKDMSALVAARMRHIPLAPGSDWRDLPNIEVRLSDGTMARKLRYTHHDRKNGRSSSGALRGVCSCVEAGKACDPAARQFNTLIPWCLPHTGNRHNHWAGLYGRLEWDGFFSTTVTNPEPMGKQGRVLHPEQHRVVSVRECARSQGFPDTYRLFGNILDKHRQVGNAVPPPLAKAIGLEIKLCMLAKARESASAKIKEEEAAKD
NRP1-CendR mod: modulators of CendR peptide binding to human neuropilin-1. FAM-RPARPAR peptide binding to NRP-1, fluorescence polarization. actives 0.85% (n = 360,000). AID 602438. O14786. inhibition, % at 25 µM;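 active = inhibition or corrected inhibition above about 18%, plus a signal ratio from 0.5 to 1.5, limit read from the data, passing the limit was not always enough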; also: strong numbers were not always called active
STEP inh: blocks human striatal-enriched tyrosine phosphatase. recombinant STEP, OMFP fluorogenic substrate, fluorescence. actives 0.25% (n = 360,000). P54829. inhibition, % at 20 µM;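 active = inhibition at 20 µM, scaled per plate between control wells, above about 37%, limit read from the data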;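 also: 0% = DMSO with enzyme and substrate and 100% = substrate only without enzyme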
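material = STEP tyrosine phosphatase | reagent = fluorogenic phosphatase substrate OMFP at 25 µM final | doses = single compound dose of 20 µM, 1% DMSO final | schedule = 20 min reaction, room temperature, in the dark | measured by = fluorescence, 480/540 nm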
SUMO1-SIM PPI: alters human SUMO1 binding to SIM partners. P63165. SUMO1 binding to a labelled peptide, TR-FRET, 1 h. inhibition, % at 20 µM. actives 0.33% (n = 360,000). AID 602429; in the data active = inhibition above about 37%
Tb MetRS inh: blocks T. brucei methionyl-tRNA synthetase activity; purified T. brucei MetRS, ATP depletion, Kinase-Glo luminescence; inhibition, % at 11.9 µM; actives 0.4% (n = 360,000); AID 624268;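 active = inhibition above a per-plate cutoff of the control wells' mean inhibition plus 3 SD, cut at about 5.5% in these data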;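 also: 0% = DMSO wells median and 100% = median of wells with control inhibitor compound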
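Material: parasite MetRS enzyme / Replication: singlicate, one well per compound / Signal: luminescence of leftover ATP / Schedule: 2 h aminoacylation at 25 °C after 15 min preincubation / Medium: HEPES-MgCl2-KCl buffer plus DTT, spermine, BSA, pyrophosphatase / Doses: 11.9 µM single point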
bovine MsrA act: activates bovine MsrA enzyme | actives 0.3% (n = 360,000) | activation, % at 10.6 µM | purified bovine MsrA, absorbance read-out; in the data active = activation above about 7.5%;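 also: 0% = vehicle and 100% = reference activator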
* marks the source's active call; other numbers are inactive results; . = not tested or not shown.

No.	canonical_smiles	MsrA inhibitor	STEP inh	DNMT1 block	SUMO1-SIM PPI	Scp1 inh	Tb MetRS inh	E coli Lon inh	bovine MsrA act	LMPTP block	NRP1-CendR mod
1	O=C(c1cccc(S(=O)(=O)N2CCOCC2)c1)N1CCOCC1	1.1	-1.9	-2.0	-2.4	-5.2	-0.5	-8.9	4.5	0.2	5.4
2	C#CCN1C(=O)S/C(=C/C=C/c2ccc(N(C)C)cc2)C1=O	-0.8	-3.1	-10.5	-28.0	-5.3	-0.5	-363.3	0.1	9.9	-107.2
3	O=C(Nc1cccc(Cl)c1)c1cncn1-c1ccc(F)cc1	-0.3	-2.3	-0.6	1.3	0.7	0.3	-6.9	-0.8	-0.1	-5.9
4	CCC1CCc2sc(C(=O)N3CCN(c4ccccn4)CC3)cc2C1 (stereo unspecified)	1.5	1.8	4.2	1.0	2.3	-0.6	7.4	-2.9	3.7	10.5
5	COC(=O)c1cc2c(C)cc3ccc(C)cn3c-2c1C(=O)OC	2.1	-2.8	-1.9	-12.7	-4.3	-0.5	40.2*	-1.6	-1.3	11.8
6	Cn1c(Cc2cccs2)nnc1SCC(=O)N1CCc2ccccc21	0.9	-0.2	-2.5	12.5	-2.0	0.5	-8.3	-1.2	-0.3	10.6
7	Cc1nn(Cc2cccc3ccccc23)c(C)c1NC(=O)c1cccnc1	-0.3	-1.2	-1.7	5.4	1.2	-1.6	-0.1	-12.1	-1.5	2.7
8	CCOc1ccc(C(C)NC(=O)CCC(=O)O)cc1 (stereo unspecified)	-0.3	11.9	1.9	-0.3	-1.9	0.0	10.9	-0.2	0.0	-7.4
9	CC(=O)c1ccc(-c2nc3c4ccccc4ccn3c2C(C)=O)o1	0.8	5.2	0.3	-4.4	0.6	-0.6	-2.6	-2.0	3.4	-20.3
10	COC(=O)c1cc(Br)cn1S(=O)(=O)c1ccccc1	1.2	1.1	-0.9	4.4	-6.0	-0.5	-6.1	-1.2	-0.1	5.5
11	CCCOc1ccc(C(=O)NCC(c2cccs2)N(C)C)cc1 (stereo unspecified)	2.0	-1.9	7.1	5.1	37.1	-1.8	-2.1	-13.9	0.5	9.0
12	COc1cccc2cc(C(=O)N3CCN(c4ccccc4F)CC3)c(=O)oc12	-1.0	-1.1	1.5	-6.6	3.2	0.8	-4.0	-9.7	0.2	3.8
13	Cc1cc(NS(=O)(=O)c2ccc(C3CCCCC3)cc2)no1	0.6	-0.8	5.7	3.7	-10.7	0.0	-2.7	-3.1	-0.5	-7.0
14	O=[N+]([O-])c1ccc(Cl)c(/C=N/N2CCN(Cc3ccc(Cl)cc3)CC2)c1	-0.5	-0.2	0.0	-5.3	4.7	0.1	-0.6	2.0	3.0	-11.0
15	CCOc1ccccc1NC(=O)C1CCN(S(C)(=O)=O)CC1	-1.1	1.0	-0.5	0.0	-4.5	-0.2	-8.0	-0.2	0.1	12.0

Compound profiles, as listed above. Values in the order: MsrA inhibitor	STEP inh	DNMT1 block	SUMO1-SIM PPI	Scp1 inh	Tb MetRS inh	E coli Lon inh	bovine MsrA act	LMPTP block	NRP1-CendR mod
`CCCOc1ccc(C(=O)NCC(c2cccs2)N(C)C)cc1` (stereo unspecified) is listed with 2.0	-1.9	7.1	5.1	37.1	-1.8	-2.1	-13.9	0.5	9.0
`Cc1cc(NS(=O)(=O)c2ccc(C3CCCCC3)cc2)no1` is listed with 0.6	-0.8	5.7	3.7	-10.7	0.0	-2.7	-3.1	-0.5	-7.0

(continued)
No.	canonical_smiles	MsrA inhibitor	STEP inh	DNMT1 block	SUMO1-SIM PPI	Scp1 inh	Tb MetRS inh	E coli Lon inh	bovine MsrA act	LMPTP block	NRP1-CendR mod
16	CCCS(=O)(=O)NC(=O)C1(C)CCN(C(=O)c2cc(C(C)(C)C)nn2C)C1 (stereo unspecified)	-0.1	-0.2	-2.2	-2.6	.	0.0	0.1	-6.0	0.1	9.2
17	CC(C)CCOc1ccc(C(=O)NCC(c2cccs2)N2CCOCC2)cc1 (stereo unspecified)	-1.0	-0.4	-3.0	-1.8	-6.2	-0.5	-12.1	2.8	0.2	-2.5
18	O=C(Nc1cc2c(cc1Br)OCCO2)c1cccnc1	0.1	-0.3	0.2	-1.6	-2.0	0.1	5.1	-3.8	0.2	-5.6
19	CC(=O)Nc1ccc(NC(=O)C(C)OC(=O)c2cccc(S(=O)(=O)N3CCCCC3)c2)cc1 (stereo unspecified)	-1.6	-0.5	3.8	-2.6	4.0	-0.1	-18.9	-3.1	0.1	9.6
20	COC(=O)c1ccccc1-c1ccc(/C=N/Nc2nc(N3CCCC3)nc(N3CCCC3)n2)o1	1.2	3.4	-10.0	-7.6	-1.2	-1.2	3.8	-13.1	1.1	-1.8
21	O=C(O)c1ccccc1C(=O)Nc1ccc(Nc2ccc([N+](=O)[O-])cc2[N+](=O)[O-])cc1	5.1*	1.3	18.1	-44.8	-7.7	-1.1	3.6	-12.8	0.6	8.5
22	Cc1ccc(S(=O)(=O)NCc2ccccc2)cc1C(=O)NC1CCCCC1	-0.4	-3.8	-0.5	-2.5	-4.2	0.2	1.5	-2.0	0.3	1.7
23	Cc1c(C(=O)N2CCOCC2)c(S(=O)(=O)Nc2ccccc2F)c(C)n1C	0.3	-0.7	-1.3	4.1	-4.0	0.0	2.9	-1.3	-0.7	-4.4
24	Cc1cccc(OCCn2c(=O)oc3ccc(C)cc32)c1	1.2	1.9	4.7	0.0	0.6	-1.1	1.8	-13.5	0.3	-9.3
25	O=C(c1cccs1)c1sccc1Cc1ccccc1	0.1	3.0	1.7	1.0	-7.7	-0.4	5.9	-9.0	1.9	4.9
26	O=C1NC(c2cccc(Cl)c2)Nc2ccccc21 (stereo unspecified)	-0.1	-0.9	10.3	1.2	-1.2	0.1	-0.5	-3.0	-1.1	-5.9
27	CN1CCc2c(sc(/N=C/c3ccco3)c2C(N)=O)C1	2.8	-2.0	-2.0	-2.7	-8.5	0.5	-1.8	-1.8	-2.8	-6.4
28	Cc1sc(NC(=O)CSc2nc(N)cc(N)n2)c(C#N)c1C	2.1	-1.1	2.1	11.3	1.3	-0.2	-6.7	5.9	29.4	4.7
29	CCOCCCNC(=O)c1cn(CC)c2ccc(S(=O)(=O)N3CCC(C)CC3)cc2c1=O	-0.9	-3.2	1.8	6.3	-6.9	-0.2	2.6	-0.3	0.7	15.2
30	O=C(O)c1cc(S(=O)(=O)Nc2cccc(Oc3ccccc3)c2)ccc1Br	0.5	2.0	-0.6	7.2	-2.0	-0.2	1.1	-4.2	-0.9	-8.9

No.	canonical_smiles	MsrA inhibitor	STEP inh	DNMT1 block	SUMO1-SIM PPI	Scp1 inh	Tb MetRS inh	E coli Lon inh	bovine MsrA act	LMPTP block	NRP1-CendR mod
31	CC(C)Cn1cnc2c1c(=O)n(CC(O)c1ccccc1)c(=O)n2CC(C)C (stereo unspecified)	1.4	-0.4	-2.3	3.0	0.6	-1.2	1.4	-6.0	-0.7	-0.8
32	O=C(O)c1nccnc1C(=O)Nc1ccc(Oc2c(Cl)cccc2Cl)nc1	-0.3	-0.3	1.9	-1.9	-12.8	-0.6	-15.4	-5.6	-0.7	-2.7
33	Cc1ccc(S(=O)(=O)N/N=C\c2ccc(C)o2)cc1	1.7	-4.9	34.7	-4.0	27.5	-0.1	2.7	-3.1	-0.3	-2.2
34	COc1ccccc1NC(=O)Cn1nnc(-c2ccccc2NC(=O)c2cnccn2)n1	-1.6	2.6	12.1	6.4	1.2	-0.6	-3.3	-4.4	12.2	2.5
35	CSC1=C(C#N)C(c2ccc3c(c2)OCO3)C2=C(CCCC2=O)N1 (stereo unspecified)	0.9	-3.9	-5.8	-11.2	-1.1	0.1	3.9	-2.9	0.4	-4.2
36	COc1cccc(/C(O)=C/c2nc3ccc(C(=O)NCCc4cccc(C)c4)cc3[nH]c2=O)c1	0.4	0.7	-20.4	-10.0	1.6	7.4*	-28.4	-7.7	-1.0	-60.9
37	CCCN1C(=O)C(NS(=O)(=O)c2ccc(N)cc2)(C(F)(F)F)C(C(=O)OC)=C1C (stereo unspecified)	-1.2	-1.0	3.3	1.0	1.7	-0.6	-9.2	-3.6	-1.4	3.1
38	O=C(CSCc1cc(=O)n2nc(C3CC3)sc2n1)Nc1ccc(F)cc1	-0.5	-1.5	-0.6	10.5	-8.6	-0.1	5.6	0.1	-0.8	1.6
39	COc1cccc(C(=O)NCCSc2ccc(C)cc2)c1	1.0	1.7	5.0	0.3	2.5	-0.5	-4.6	-5.2	-1.6	-0.5
40	Cc1cc(C)n(CC(=O)N2CCCC(N3CCN(c4ccc(F)cc4)CC3)C2)n1 (stereo unspecified)	-0.6	1.0	0.9	1.1	3.4	-0.6	-2.1	-7.3	-1.2	-12.4
41	Cc1cc(C)n(CCN(C)c2nc3nonc3nc2N2CCCCC2)n1	0.9	1.7	-0.8	-5.1	1.4	0.1	0.1	-1.6	-2.0	-1.1
42	CC(C)(C)NCc1ccc(OCc2cccs2)cc1	0.1	1.3	-7.5	0.9	3.6	0.7	-14.9	-3.9	0.3	-9.1
43	COc1ccc(/C=N/NC(=S)Nc2cc(C(F)(F)F)ccc2Cl)cc1	-0.8	4.3	13.4	1.7	-13.3	0.3	6.8	0.0	1.2	-11.8

Nothing new here: entries from further up.
No.	canonical_smiles	MsrA inhibitor	STEP inh	DNMT1 block	SUMO1-SIM PPI	Scp1 inh	Tb MetRS inh	E coli Lon inh	bovine MsrA act	LMPTP block	NRP1-CendR mod
24	Cc1cccc(OCCn2c(=O)oc3ccc(C)cc32)c1	1.2	1.9	4.7	0.0	0.6	-1.1	1.8	-13.5	0.3	-9.3
25	O=C(c1cccs1)c1sccc1Cc1ccccc1	0.1	3.0	1.7	1.0	-7.7	-0.4	5.9	-9.0	1.9	4.9
26	O=C1NC(c2cccc(Cl)c2)Nc2ccccc21 (stereo unspecified)	-0.1	-0.9	10.3	1.2	-1.2	0.1	-0.5	-3.0	-1.1	-5.9
27	CN1CCc2c(sc(/N=C/c3ccco3)c2C(N)=O)C1	2.8	-2.0	-2.0	-2.7	-8.5	0.5	-1.8	-1.8	-2.8	-6.4
28	Cc1sc(NC(=O)CSc2nc(N)cc(N)n2)c(C#N)c1C	2.1	-1.1	2.1	11.3	1.3	-0.2	-6.7	5.9	29.4	4.7
